Epigenetic derep = Quantitative High-Throughput Screen for Regulators of Epigenetic Control | murine LDR cells, GFP reporter derepression, 30 h | Potency, µM (titrated, usually from 53.9 µM), for the others: top-dose GFP activation, most hits filed as activators | 280,000 compounds, 0.2% hits; further: potency means the concentration at half of the fitted maximal effect; % of control where 0% means no effect; nearly all actives have a fitted effect of over 60% in size
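In this reporter-derepression format, murine cells bearing a silenced integrated CMV-GFP locus incubate with test compound (30 h, 37 C), then are washed and imaged; fluorescent objects of 20–120 um count as induced cells.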
NPSR antagonist = qHTS Assay for Antagonists of the Neuropeptide S Receptor: cAMP Signal Transduction; Q6W5P4; CHO-NPSR cells, cAMP TR-FRET, antagonist mode; Potency, µM (titrated, usually from 38.3 µM), inactives show top-dose activity change, negative = inhibition, actives largely listed as inhibitors; 220,000 compounds, 1% hits; AID 1461, 2008; further: potency means the concentration at half of the fitted maximal effect; on the % scale 0 is the no-effect control and ±100 the full control effect; nearly all actives have a fitted effect of over 50% in size; many of its hits are not listed in these tables
Target sequence (Q6W5P4 whole entry, looked up): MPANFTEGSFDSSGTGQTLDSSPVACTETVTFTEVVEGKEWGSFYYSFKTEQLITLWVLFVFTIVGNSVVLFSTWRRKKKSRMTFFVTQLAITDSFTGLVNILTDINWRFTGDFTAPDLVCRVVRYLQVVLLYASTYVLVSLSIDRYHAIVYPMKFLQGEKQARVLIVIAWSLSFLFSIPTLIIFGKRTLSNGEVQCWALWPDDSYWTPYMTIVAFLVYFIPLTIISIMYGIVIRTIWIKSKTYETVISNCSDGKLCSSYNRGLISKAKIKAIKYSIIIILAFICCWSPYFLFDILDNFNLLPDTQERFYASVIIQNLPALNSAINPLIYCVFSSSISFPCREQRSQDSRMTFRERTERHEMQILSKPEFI
Luc counter = Counterscreen for Luciferase (Kinase-Glo TM) Inhibition | Luciferin 4-monooxygenase (Photuris pensylvanica), Q27757 | Kinase-Glo luciferase, ATP luminescence, 8 min | 200,000 compounds, 0.28% hits | AID 1379, 2008 | Potency, µM (titrated, usually from 38.3 µM), for inactives: at the top dose activity change, negative = inhibition, most hits filed as inhibitors; further: potency means the concentration at half of the fitted maximal effect; on the % scale 0 is the no-effect control and ±100 the full control effect; nearly all actives have a fitted effect of over 60% in size
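Recombinant Kinase-Glo luciferase, 10 uM ATP (linear range), luciferin; imidazole pH 7.2 / KCl / MgCl2 / Tween / BSA buffer; 8 min RT; luminescence.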
HTT aggregate = qHTS Multiplex Assay to Identify Dual Action Probes in a Cell Model of Huntington: Aggregate Formation (GFP) | 220,000 compounds, 1.1% hits | Potency, µM (highest dose often 46.1 µM), inactives show at the highest dose activity change, negative = inhibition, usual class: inhibitors | PC12 HttQ103-GFP aggregates, Acumen cytometry, 40 h | AID 1688, 2009; further: potency means the concentration at half of the fitted maximal effect; on the % scale 0 is the no-effect control and ±100 the full control effect; nearly all actives have a fitted effect of over 60% in size
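PC12/HTTQ103-GFP, ecdysone-inducible; teb 100 nM; cpd qHTS titration; GFP aggregates read on laser cytometer, Ex 488/Em 500-530 nm.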
L3MBTL1 block = qHTS Assay for the Inhibitors of L3MBTL1; Lethal(3)malignant brain tumor-like protein 1 (Homo sapiens), Q9Y468; AlphaScreen L3MBTL1–H3K9me1 peptide binding; Potency, µM (highest dose often 57.1 µM), for inactives: at the highest dose activity, negative = inhibition, actives largely listed as inhibitors; 230,000 compounds, 0.66% hits; further: potency means the concentration at half of the fitted maximal effect; on the % scale 0 is the no-effect control and ±100 the full control effect; nearly all actives have a fitted effect of over 60% in size
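Read-out is AlphaScreen signal from streptavidin donor and nickel chelate acceptor beads (10 ug/mL final each) bridging L3MBTL1 (50 nM) and biotinylated K9-monomethylated H3(1-15) peptide (75 nM), after 30 min compound exposure at room temperature.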
CBFb RUNX1 block = qHTS Assay for Compounds Blocking the Interaction Between CBF-beta and RUNX1 for the Treatment of Acute Myeloid Leukemia | AlphaScreen CBFb-His/RUNX1-biotin binding, biochemical | 230,000 tested, under 10 active | Runt-related transcription factor 1 (Homo sapiens) + Core-binding factor subunit beta … | AID 1477, 2009 | Potency, µM (doses to about 59.8 µM), without a hit: top-dose activity, negative = inhibition, actives largely listed as inhibitors; further: % of control where 0% means no effect
Target sequence (Q01196 whole entry, looked up): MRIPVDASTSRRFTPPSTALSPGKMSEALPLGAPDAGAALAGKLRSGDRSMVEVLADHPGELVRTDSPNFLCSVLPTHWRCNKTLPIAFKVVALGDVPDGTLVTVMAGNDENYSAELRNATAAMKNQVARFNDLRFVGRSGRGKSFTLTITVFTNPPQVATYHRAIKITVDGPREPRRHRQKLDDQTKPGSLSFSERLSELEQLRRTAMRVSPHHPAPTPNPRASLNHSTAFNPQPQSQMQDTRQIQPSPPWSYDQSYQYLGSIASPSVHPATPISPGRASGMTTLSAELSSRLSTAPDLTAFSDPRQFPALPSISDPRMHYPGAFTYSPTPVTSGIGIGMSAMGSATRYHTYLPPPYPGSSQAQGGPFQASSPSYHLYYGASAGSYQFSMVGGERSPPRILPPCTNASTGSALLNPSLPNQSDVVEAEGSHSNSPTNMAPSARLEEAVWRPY
Target sequence (Q13951 whole entry, looked up): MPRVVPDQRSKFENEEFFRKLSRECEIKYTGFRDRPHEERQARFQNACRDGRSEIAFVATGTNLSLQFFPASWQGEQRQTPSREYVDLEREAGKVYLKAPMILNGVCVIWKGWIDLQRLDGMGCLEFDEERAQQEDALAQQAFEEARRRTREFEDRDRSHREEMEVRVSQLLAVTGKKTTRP
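Room-temperature protein-protein interaction test with 30 nM each of His-tagged CBF-beta and biotinylated RUNX1, 15 min with compound, then 90 min with nickel plus streptavidin beads. Signal read in AlphaScreen mode.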
IMPase Li cell = qHTS Assay for Identifying the Cell-Membrane Permeable IMPase Inhibitors: Potentiation with Lithium | CHO-M1 cells, IP1 TR-FRET (IP-One), carbachol + lithium | Potency, µM (titrated, usually from 59.4 µM), for the others: top-dose activity, negative = IMPase inhibition, hits mostly inhibitors | 210,000 compounds, 0.35% hits | AID 1457, 2008;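 further: IP1 builds up when IMPase is blocked and the TR-FRET signal falls; potency means the concentration at half of the fitted maximal effect; plate controls were basal vehicle for no effect and high inhibitor control for full effect; nearly all actives have a fitted effect of over 50% in size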
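CHO cells stably expressing M1 receptor (2000/well) were cultured 16–30 h, then exposed to compounds with a small lithium addition for 30 min at 37C. IP1 was measured by TR-FRET competition; AC50 from Hill fits.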
* marks the source's active call; other numbers are inactive results; ? = inconclusive; · = not tested or not shown; & = joins results of further samples; [ ] = another dose, or the depositor's remark. The call rests on the fitted dose curve; in most records, active means well fitted curve in the direction sought with a large enough effect; inconclusive means small, poorly fitted or top-dose-only effect, or another doubt; inactive means no such curve, though single readings can be large; an effect the other way counts as inactive or inconclusive.

SMILES	Epigenetic derep	NPSR antagonist	Luc counter	HTT aggregate	L3MBTL1 block	CBFb RUNX1 block	IMPase Li cell
O=C(Cn1nc(-c2ccc(Cl)cc2)c2ccccc2c1=O)NCC1CCCO1 (stereo unspecified)	-1.0%	11%[46.1 µM]	·	1%	11%	1%	·
Cc1cc(C)c(C)c(S(=O)(=O)N2CCCCC2C(=O)O)c1C (stereo unspecified)	0.2%	-6%	-3%	-8%	·	1%	-14%
C=CCc1cccc(CNc2c(C)cc(C)cc2C)c1O	0.9%	-22%	3%	14%	10%	?	18%
COc1cccc(-c2cc(C(=O)Nc3ccn(Cc4ccc(C)cc4)n3)no2)c1	1.8%&-1.8%	-16%	0%	-9%	·	-1%	0%
O=c1c2ccccc2nc(SCc2nnc(-c3ccccc3Br)o2)n1-c1ccccc1	0.0%	-27%[46.1 µM]	2%	-23%	-6%	-3%	5%
Cc1ccccc1NC(=O)Cn1c(CCC(=O)O)ccc1-c1cccs1	3.4%	-8%	-2%	14%	8%	-5%	1%
Cc1c(C(=O)O)sc(=S)n1-c1ccccc1	-7.2%	6%[46.1 µM]	·	-3%	6%	11%	·
Cc1ccc(C2=Nc3ccccc3N(C(=O)c3ccccc3)C(C)C2)cc1 (stereo unspecified)	-7.0%	-44%	2%	-2%	-7%	3%	10%
O=C1[C@@H]2[C@H](C(=O)N1Cc1ccco1)[C@H]1C=C[C@@H]2C1	1.9%	-2%[46.1 µM]	-6%	9%	·	3%	31%[38.3 µM]
COc1cccc(C2CC(c3ccc(F)cc3)Nc3nc(N)nn32)c1 (stereo unspecified)	-0.8%	-8%[46.1 µM]	7%	-2%	-6%	8%	27%[38.3 µM]
CCCS(=O)(=O)N1CCN(Cc2c[nH]c3ccccc23)CC1	0.0%	4%	-6%	·	-8%	1%	6%
COc1cc(CC(=O)Nc2ccc(S(=O)(=O)Nc3ncccn3)cc2)cc(OC)c1OC	0.5%	-6%[46.1 µM]	-1%	4%	3%	2%	1%[38.3 µM]
COc1ccc(/C=C/C(=O)N(Cc2ccccc2)c2ccccn2)cc1OC	?	-25%	5%	8%[9.22 µM]	-14%	-2%	-17%
CC1CN(CC(=O)N2CCc3[nH]c4ccccc4c3C2)CC(C)O1 (stereo unspecified)	0.0%	3%[46.1 µM]	1%	4%	-2%	-1%	-2%[38.3 µM]
CCCCOc1ccc(CSC(=N)N)cc1[N+](=O)[O-]	0.0%	-1%[46.1 µM]	-5%	10%	·	1%	54%[activator][38.3 µM]
Cc1ccc(C(=O)N(C)c2nnc(-c3ccncc3)s2)cc1	0.0%	11%	-2%	·	6%	7%	4%
CN(C)Cc1nnnn1-c1ccccc1	-0.1%	-22%	·	3%[9.22 µM]	7%	2%	·
CCC(c1nnnn1Cc1ccco1)N(Cc1cc2cc(C)cc(C)c2[nH]c1=O)CC1CCCO1 (stereo unspecified)	3.8%	?	-4%	12%	·	-10%	35%[38.3 µM]
CCN(C(=O)c1coc(=O)c(Br)c1)c1ccc2c(c1)OCO2	0.0%	-24%[46.1 µM]	-5%	-5%	?	?	7%[38.3 µM]
CC(C)n1c2ccccc2c2nc3ccccc3nc21	-1.1%	-23%[46.1 µM]	3%	14%	·	?	23%[38.3 µM]
CC(C)Cn1c(SCc2nc3ccccc3c(=O)[nH]2)nc2ccccc2c1=O	1.3%	-6%[46.1 µM]	-3%	-8%	9%	6%	10%[38.3 µM]
Cc1ccccc1C1c2[nH]c3ccccc3c2CCN1CCCn1cccn1 (stereo unspecified)	-1.2%	?	·	9%[9.22 µM]	?	-1%	16%
O=C(Oc1ccc(N(Cc2cccs2)C2=NS(=O)(=O)c3ccccc32)cc1)c1ccccc1F	2.1%	-11%[46.1 µM]	18%	?	·	-5%	33%[38.3 µM]
CCOc1ccc(/C=N/n2c(SC)nnc(C(C)(C)C)c2=O)cc1	-1.1%	-14%[46.1 µM]	-6%	-5%	-3%	-1%	17%[38.3 µM]
c1ccc(CN2CCCC3(CCCN(Cc4nc(COc5ccccc5)no4)C3)C2)cc1 (stereo unspecified)	0.1%	29%	-1%	-9%[9.22 µM]	-4%	19%	39%[activator]

Reprinted from the part before: 3 compounds, followed by the next part.
SMILES	Epigenetic derep	NPSR antagonist	Luc counter	HTT aggregate	L3MBTL1 block	CBFb RUNX1 block	IMPase Li cell
O=C(Oc1ccc(N(Cc2cccs2)C2=NS(=O)(=O)c3ccccc32)cc1)c1ccccc1F	2.1%	-11%[46.1 µM]	18%	?	·	-5%	33%[38.3 µM]
CCOc1ccc(/C=N/n2c(SC)nnc(C(C)(C)C)c2=O)cc1	-1.1%	-14%[46.1 µM]	-6%	-5%	-3%	-1%	17%[38.3 µM]
c1ccc(CN2CCCC3(CCCN(Cc4nc(COc5ccccc5)no4)C3)C2)cc1 (stereo unspecified)	0.1%	29%	-1%	-9%[9.22 µM]	-4%	19%	39%[activator]
CC1=C([N+](=O)[O-])C(c2ccccc2)C2=C(N1)c1ccccc1C2=O (stereo unspecified)	4.2%	14%[46.1 µM]	-3%	-19%	·	?	3%[38.3 µM]
CSc1nnc(NC(=O)c2cc(=O)c3cc(C)cc(C)c3o2)s1	0.0%	26%[7.67 µM]	·	-10%[9.22 µM]	12%	-6%	·
Oc1ccc(C=Nc2ccc(N3CCOCC3)cc2)c(O)c1	-1.0%	-18%[46.1 µM]	-8%	29%	·	-19%	24%[38.3 µM]
CC1=C(C(=O)O)N2C(=O)C(NC(=O)c3nn(C)cc3Cl)C2SC1 (stereo unspecified)	-0.9%	-2%[46.1 µM]	-4%	4%	4%	-2%	-1%[38.3 µM]
Cc1nn(Cc2ccc(F)cc2)c2sc(C(=O)Nc3ccc(N4CCOCC4)cc3N3CCOCC3)cc12	-2.7%	-20%	-1%	-11%	-30%	-25%	-5%
CCC(Sc1nc2cc3c(cc2c(=O)n1Cc1ccco1)OCO3)C(=O)Nc1ccccc1OC (stereo unspecified)	-1.4%	-10%[46.1 µM]	-5%	1%	-2%	4%	-19%[38.3 µM]
CCOCCc1nnc(NC(=O)Cc2ccc(Br)cc2)s1	-0.1%	4%[46.1 µM]	-4%	-5%	·	2%	37%[38.3 µM]
CCCC(=O)Nc1ccc(C(=O)/C=C/c2ccc(SC)cc2)cc1	-2.0%	-15%[46.1 µM]	5%	-24%	2%	-6%	-7%[38.3 µM]
CC(C)(C)CC(C)(C)NCC(O)COc1c(F)cc(Br)cc1F (stereo unspecified)	-2.8%	1%[46.1 µM]	-3%	-6%	·	3%	5%[38.3 µM]
O=C(CSc1nnnn1Cc1ccccc1)NC1CCCCC1	-3.6%	-9%	3%	8%	0%	4%	12%
CCOC(=O)c1nn(-c2ccc([N+](=O)[O-])cc2)cc1O	-2.0%	2%	·	14%[9.22 µM]	-6%	7%	·
CCOC(=O)C1(CC2CC2)CCN(Cc2cnc(-c3ccccc3C)nc2)CC1	0.0%	24%	4%	9%[9.22 µM]	-7%	-3%	18%
O=C(Cn1c(C(=O)N2CCN(C3CCCCC3)CC2)cc2sccc21)c1ccccc1	-1.2%	-19%[46.1 µM]	-5%	7%	-11%	-7%	-1%[38.3 µM]
CCc1cccc(C)c1NC(=O)CN(C)Cc1ccc(Br)cc1	-5.2%	-52%	4%	?	-12%	21%	16%
COc1cc(C)nc(Oc2ccc(OCCOc3ccc(C)cc3)nn2)n1	3.2%	-6%[46.1 µM]	-4%	-23%	-7%	4%	17%[38.3 µM]
CCOC(=O)c1c(-c2ccc(OC)cc2)csc1NC(=O)CCN1CCOCC1	-0.1%	-15%	2%	2%	-1%[2.29 µM]	1%	7%
COc1ccc(C(=O)Nc2nc3ccc4nc(C)sc4c3s2)cc1	-0.8%	?	-3%	-1%	6%	12%	18%[38.3 µM]
CCOC(=O)C1CCCN(C(=O)c2ccccc2[N+](=O)[O-])C1 (stereo unspecified)	-1.1%	17%	-1%	28%	44%	11%	-6%
O=C(CSc1nc2ccccc2c(=O)n1NC(=O)Cc1ccccc1)NCc1ccccc1	0.2%	?	-1%	2%	-6%	2%	-19%[38.3 µM]
Cc1cccc(C(=O)Nc2cccc(-c3ccc4nncn4n3)c2)c1	1.2%	-16%	-1%	-18%	·	1%	11%
CCN(CC)CC(O)CN1C(=O)NC(C)(C)C1=O (stereo unspecified)	0.0%	-6%	-4%	7%[9.22 µM]	15%	12%	2%
CCC1=C(OC(=O)N(CC)CC)N2C(=O)OC(=NCC(=O)OC)[C@]2(C)[C@H]2C1=CC[C@H]1C(=O)N(CC)C(=O)[C@H]12	2.9%&1.5%	15%	1%	8%[9.22 µM]	·	6%&7%	-4%
CC(=O)N(Cc1ccc(F)cc1)Cc1nc2ccccc2c(=O)[nH]1	-1.1%	7%	1%	2%[9.22 µM]	8%	5%	0%
Cc1ccc(N2C(=O)C(Cl)=C(Nc3c(C)n(C)n(-c4ccccc4)c3=O)C2=O)cc1	-5.5%	-10%[46.1 µM]	6%	3%	-5%	2%	19%[38.3 µM]
Cc1cc(C)n(NC(=S)NC2CCCC2)c(=O)c1C#N	1.3%	-26%	·	9%[9.22 µM]	0%	2%	·

Of the compounds above, six contain an NH in an aromatic ring:
SMILES	Epigenetic derep	NPSR antagonist	Luc counter	HTT aggregate	L3MBTL1 block	CBFb RUNX1 block	IMPase Li cell
CCCS(=O)(=O)N1CCN(Cc2c[nH]c3ccccc23)CC1	0.0%	4%	-6%	·	-8%	1%	6%
CC1CN(CC(=O)N2CCc3[nH]c4ccccc4c3C2)CC(C)O1 (stereo unspecified)	0.0%	3%[46.1 µM]	1%	4%	-2%	-1%	-2%[38.3 µM]
CCC(c1nnnn1Cc1ccco1)N(Cc1cc2cc(C)cc(C)c2[nH]c1=O)CC1CCCO1 (stereo unspecified)	3.8%	?	-4%	12%	·	-10%	35%[38.3 µM]
CC(C)Cn1c(SCc2nc3ccccc3c(=O)[nH]2)nc2ccccc2c1=O	1.3%	-6%[46.1 µM]	-3%	-8%	9%	6%	10%[38.3 µM]
Cc1ccccc1C1c2[nH]c3ccccc3c2CCN1CCCn1cccn1 (stereo unspecified)	-1.2%	?	·	9%[9.22 µM]	?	-1%	16%
CC(=O)N(Cc1ccc(F)cc1)Cc1nc2ccccc2c(=O)[nH]1	-1.1%	7%	1%	2%[9.22 µM]	8%	5%	0%

Assay outcomes (PubChem)

Only part of the results is shown. The share of hits here may be higher or lower than overall.
